Screening data as filed in PubChem BioAssay.
PglD inh: C. jejuni PglD acetyltransferase inhibitors, primary screen, biochemical, DTNB colorimetric, single point | UDP-N-acetylbacillosamine N-acetyltransferase PglD (Campylobacter jejuni) | AID 602405, 2012 | inhibition, % at 12.5 µM | 0.098% of 360,000 active | purified PglD enzyme, DTNB colorimetric CoA detection; in the data active means inhibition above about 16%, passing the limit was not always enough; further: strong numbers were not always called active
C2C12 statin: suppressors of statin myotoxicity in C2C12 myotubes, primary screen, cell-based, single point, plate reader. rescue of ATP level, % at 7.49 µM. C2C12 myotubes + simvastatin, ATP luminescence, 48 h; scaled: DMSO 0, geranylgeraniol control 100. 0.78% of 330,000 active;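 active means mean ATP rescue above about 67%, or every replicate alone reaching that limit, limit read from the data, passing the limit was not always enough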;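 further: myotubes were challenged with 10 µM simvastatin during compound exposure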
Numbers without * were called inactive. This is a subset; count on the stated rates, not on these rows.

SMILES | PglD inh | C2C12 statin
CCOc1ccc(N/C(SC)=C(/C#N)C(N)=O)cc1 | 1 | 39
O=C(O)CC1=C(O)C(=O)N(c2ccccc2)C1c1ccc(Br)cc1 (stereo unspecified) | 8 | 5
Cc1cc(C)c(NC(=O)C2CCCCN2C)c(C)c1 (stereo unspecified) | -4 | 1
CCOC(=O)Nc1cc(OC)c(OC)cc1Cc1nccc2cc(OC)c(OC)cc12 | -9 | -3
N#Cc1ccc(C(c2nnnn2CCc2ccccc2)N2CCCCCC2)cc1 (stereo unspecified) | -4 | -3
CCOC(=O)C(=O)Nc1nnc(Cc2ccc(OC)c(OC)c2)s1 | 8 | 10
O=C1CCCC(O)=C1C1C2=C(CCCC2=O)Oc2ccccc21 (stereo unspecified) | -2 | 5
CCCN(CCC)S(=O)(=O)c1ccc(NC(=O)C2CCCO2)cc1 (stereo unspecified) | 11 | -8
O=C(CSc1nnc(Cc2ccccc2)o1)NCCN1C(=O)CSC1=O | 7 | 9
Oc1ccc2ccccc2c1/C=N/c1nc2c(s1)CCCC2 | 6 | -5
CC(C)N1CCN(c2ccncc2S(=O)(=O)N2CCOCC2)CC1 | -1 | -9
CC(=O)c1ccc(-n2c(CCC(=O)O)ccc2-c2ccc(C)cc2)cc1 | -4 | 13
Cn1c(=O)c2c(nc(Br)n2Cc2ccc3ccccc3c2)n(C)c1=O | 1 | -20
COc1ccc2c(c1)c(C(=O)N1CCN(C)CC1)c(C)n2-c1ccccc1 | -1 | -12
Cc1ccc(-c2cc(C(=O)NCc3ccco3)c3ccccc3n2)o1 | -2 | -3
c1ccc(-n2ncc3c(NCCN4CCCCC4)ncnc32)cc1 | 2 | -9
CCOc1ccc(-c2nc(C#N)c(N3CCN(CC)CC3)o2)cc1 | -2 | -16
Cc1ccc(Nc2nc(N3CCOCC3)nc(N3CCOCC3)n2)cc1 | -4 | -16
CCCOc1ccc(F)cc1-c1cc(C(=O)Nc2ccc(OC)nc2)[nH]n1 | 3 | 1
O=C(c1cc(-c2cccnc2)nc2ccc(Br)cc12)N1CCN(c2ncccn2)CC1 | -2 | 3
CC(=O)Nc1ccc(-c2nc3c(C)cccc3[nH]2)cc1 | -2 | 1
Cn1c(SCCOc2cccc(Cl)c2)nnc1-c1ccncc1 | -7 | -13
O=C(CSc1ccc(Cl)cc1)OCc1nnc(-c2ccccc2)o1 | 7 | 69*
NC(=O)c1ccsc1NC(=O)CSc1nc2ccccc2c(=O)n1CCCO | 1 | 6
O=C(c1ccc(N2C(=O)CCC2=O)cc1)N1CCN(c2ccccc2)CC1 | 0 | 2

Laid out differently: entries from further up
Value order – PglD inh, C2C12 statin
Cn1c(SCCOc2cccc(Cl)c2)nnc1-c1ccncc1
 : -7, -13
O=C(CSc1ccc(Cl)cc1)OCc1nnc(-c2ccccc2)o1
 : 7, 69*

Back to the main list; the 5 compounds before the break are reprinted first.
SMILES | PglD inh | C2C12 statin
CC(=O)Nc1ccc(-c2nc3c(C)cccc3[nH]2)cc1 | -2 | 1
Cn1c(SCCOc2cccc(Cl)c2)nnc1-c1ccncc1 | -7 | -13
O=C(CSc1ccc(Cl)cc1)OCc1nnc(-c2ccccc2)o1 | 7 | 69*
NC(=O)c1ccsc1NC(=O)CSc1nc2ccccc2c(=O)n1CCCO | 1 | 6
O=C(c1ccc(N2C(=O)CCC2=O)cc1)N1CCN(c2ccccc2)CC1 | 0 | 2
N#Cc1ccc(CN2CCN(C(=O)c3ccccc3)CC2)c(Cl)c1 | 1 | 12
c1ccc(Nc2nc(-c3cccs3)cs2)nc1 | -1 | 148*
Cc1nc(-c2ccccc2)cs1 | -4 | 8
COc1cccc(NS(=O)(=O)c2ccc3[nH]cc(C(=O)NC4CC4)c(=O)c3c2)c1 | 2 | 17
O=C(CN1CCOCC1)n1c2ccccc2c2ccccc21 | -2 | 5
O=C(CNCCO)NC12CC3CC(CC(C3)C1)C2 | 1 | -5
CCCNC(=O)c1c(N)n(-c2cc(OC)cc(OC)c2)c2nc3ccccc3nc12 | -2 | 12
Cc1ccc(NC(=O)CN2CCc3ccccc3C2)cc1 | 0 | -3
Cc1nc(-c2ccccc2)sc1C(=O)CSc1ccc(F)cc1 | -3 | 6
O=Cc1ccc(C(=O)OCC(=O)NC(=O)Nc2ccccc2F)cc1 | 4 | -7
CCOc1cccc(C2C(C(=O)c3ccco3)=C(O)C(=O)N2Cc2ccncc2)c1 (stereo unspecified) | -4 | 122*
Oc1ccc(C(=S)N2CCCCC2)cc1Cl | -3 | -4
CN1CC2(C(=O)c3ccccc3)CN(C)CC(C(=O)c3ccccc3)(C1)C2 | 4 | 5
COc1ccc(OC)c(S(=O)(=O)CC(=O)c2cc3ccc(OC)cc3oc2=O)c1 | 6 | 10
CC(C)=C1C2CCC1C(C(=O)NCCc1ccccc1)C2C(=O)O (stereo unspecified) | 2 | -5
O=[N+]([O-])c1ccc(N2CCC(=NOCc3ccc(Cl)cc3)CC2)cc1 | -6 | -7
CCOc1ccc(N2C(=O)CC(N3CCC(NC(=O)Nc4ccccc4)CC3)C2=O)cc1 (stereo unspecified) | 1 | -11
O=C1CCCC2=C1C(c1ccccc1)CC(=O)N2c1ccccc1 (stereo unspecified) | 5 | -2
COc1ccccc1NC(=O)Cn1cnc2c(cnn2-c2ccc(C)c(C)c2)c1=O | -6 | -6
Cc1cc2c(cc1C)CSC(c1ccccc1OC(=O)C(C)C)SC2 | -2 | 10
CC(=O)N1CCc2cc(S(=O)(=O)NCCC3=CCCCC3)ccc21 | -1 | -10
Cc1nn(Cc2ccccc2Cl)c(C)c1NC(=O)c1cc(-c2ccc(F)cc2)on1 | -4 | -14
Cc1cc(NC(=O)CCSc2ccccc2)ccc1Br | 2 | -5
CCCn1c(SCC#N)nc2c(c1=O)C1(CCCC1)Cc1ccccc1-2 | 2 | -43
CCn1c(SCC(=O)Nc2ccc3c(c2)c2ccccc2n3CC)nnc1-c1ccco1 | 2 | -38

Structures listed so far that have a thiophene ring, fused or not:
SMILES | PglD inh | C2C12 statin
NC(=O)c1ccsc1NC(=O)CSc1nc2ccccc2c(=O)n1CCCO | 1 | 6
c1ccc(Nc2nc(-c3cccs3)cs2)nc1 | -1 | 148*

Next part
SMILES | PglD inh | C2C12 statin
N#Cc1ccc(Oc2nc(Nc3ccc(F)cc3)nc(N3CCCC3)n2)cc1 | 0 | 38
COc1ccc(-n2c(=S)[nH]c3cc(C(=O)NCCCN4CCCC4=O)ccc3c2=O)cc1OC | 2 | 7
OCCN1CCN(CC(O)COCc2ccc3c(c2)OCO3)CC1 (stereo unspecified) | 1 | 5
CCOC(=O)c1c(C)[nH]c(C(=O)Cn2nnc(-c3ccc(Cl)cc3)n2)c1C | -1 | -2
COc1ccc(CCC(=O)NC2=NCCS2)cc1OC | -3 | -5
COc1ccc(N=c2oc3ccc(OC)cc3cc2-c2nc3ccccc3[nH]2)cc1 | -2 | -7
CCOc1ccc(NC(=O)CC2CC(C)(C)OC2=O)cc1 (stereo unspecified) | 1 | 6
Cc1onc(-c2ccccc2Cl)c1C(=O)NCCn1ccc2ccccc21 | -5 | 35
O=C(c1ccco1)N1CCN(c2ncnc3c2cnn3-c2ccccc2)CC1 | -1 | 7
Cc1ccc(NS(=O)(=O)c2ccc(CCC(=O)NC3CC3)cc2)cc1 | 3 | 15
Cc1cc2cc(CNC(=O)C3CC3)ccc2n1C | 5 | 3
CC(C)N(C)C1CCN(C(=O)Nc2ccc(Cl)c(Cl)c2)CC1 | 2 | -12
CC1CCN(C(=O)CSc2nnc(CSc3ncccn3)n2C)CC1 | 6 | 1
CCc1ccc(NC(=O)N(CCCOC(C)C)C2CCN(C(C)=O)CC2)cc1 | 0 | -2
CCOc1cccc(-c2c(C(=O)N/N=C/c3ccco3)nnn2-c2nonc2N)c1 | 0 | -7
COc1ccc(Cc2nnc(SC)[nH]c2=O)cc1OC | -2 | 2
COC(=O)c1cc(NC(=O)CSc2nnc(CN3CCOCC3)n2C)ccc1Cl | 1 | 5
CCCC(c1nnnn1Cc1ccco1)N1CCN(C(=O)c2ccco2)CC1 (stereo unspecified) | 7 | -15
C=CCn1c(NC)cc(=O)n(C)c1=O | -1 | 63
Cc1nnc(SCC(=O)NCc2ccccc2)s1 | 5 | -7
Cc1ccc2c(c1)CCCN2C(=O)Nc1ccc2c(c1)OCO2 | 3 | 0
Cc1cccc2c1N1C(=O)c3c(C(=O)O)cccc3C1CC2C (stereo unspecified) | -3 | -18
Cc1ccc(Nc2nnc(SCC(=O)c3cc4ccccc4o3)s2)cc1C | -2 | -14
COC(=O)c1ccccc1NC(=O)c1ccc(Cn2cc(Cl)cn2)o1 | -3 | -9
CCCOC(=O)CCc1n[nH]c(=O)[nH]c1=O | 1 | 30

Reformatted: results already given
compound	PglD inh	C2C12 statin
CCCC(c1nnnn1Cc1ccco1)N1CCN(C(=O)c2ccco2)CC1 (stereo unspecified)	7	-15
C=CCn1c(NC)cc(=O)n(C)c1=O	-1	63
Cc1nnc(SCC(=O)NCc2ccccc2)s1	5	-7
Cc1ccc2c(c1)CCCN2C(=O)Nc1ccc2c(c1)OCO2	3	0

(further entries)
SMILES | PglD inh | C2C12 statin
CCC(Sc1nnc(C)s1)C(=O)Nc1nccs1 (stereo unspecified) | 2 | -3
CCOC(=O)NCc1cc(-c2nn(C)c(=O)c3ccccc23)ccc1C | -1 | 10
CCOC(=O)c1c(NC(=O)c2ccco2)sc(C(=O)N2CCCC2)c1C | -2 | -3
O=c1oc2ccccc2c(Nc2ccccc2)c1[N+](=O)[O-] | 5 | -3
COc1ccccc1CNc1cc(CSc2ccc(Cl)cc2)nc(C)n1 | -2 | 18
CC(NC(=O)c1ccc2c(c1)OCO2)C(c1cccs1)N1CCOCC1 (stereo unspecified) | 1 | -8
Cc1cc(NC(=O)COC(=O)COc2ccc3c(c2)CCC3)no1 | 8 | 11
COc1ccccc1NC(=O)C(C/C=C(\C)Cl)C(C)=O (stereo unspecified) | 0 | 10
Cc1cc(C)cc(C(=O)N2CCCCCC2)c1 | -6 | 4
Cc1ccc(C(=O)C2=C(O)C(=O)N(CCCN3CCOCC3)C23C(=O)N(C)c2ccccc23)o1 (stereo unspecified) | -7 | 3
Cc1cc(/C=N\NC(=O)CC(=O)NC2CCCCC2)c(C)n1-c1ccc(Cl)c(Cl)c1 | 5 | 27
O=C(COc1ccc(F)cc1Br)N1CCc2ccccc21 | -2 | 0
O=c1c2ccccc2ncn1CCCOc1ccccc1[N+](=O)[O-] | 0 | -10
c1ccc(OCc2nn3c(Cn4nnc5ccccc54)nnc3s2)cc1 | -3 | 7
CC1CCCN(C/C(O)=C(\C#N)c2nc3ccccc3[nH]2)C1 (stereo unspecified) | -7 | 2
C/C(CC(=O)NC1CCCC1)=N\NC(=O)Cc1cccs1 | 5 | -9
CCOC(=O)c1sc(=NC(=O)c2ccc(S(=O)(=O)N3CC(C)OC(C)C3)cc2)n(C)c1C (stereo unspecified) | -4 | 0
CCN(CC)C(=O)CSc1nc2ccccc2c(=O)n1-c1cccc(OC)c1 | -2 | 28
COC(=O)c1c(N(S(C)(=O)=O)S(C)(=O)=O)sc2c1CCN(c1ncc(C(F)(F)F)cc1Cl)C2 | 4 | 6
O=C(/C=C/NNC(=O)c1ccc(Br)cc1)c1ccccc1 | -4 | 12
CCOc1ccc(S(=O)(=O)N/N=C2/CC(c3ccccc3)Oc3ccccc32)cc1 (stereo unspecified) | 5 | 4
COCCN(CCOC)C(=O)CC(=O)N(CCOC)CCOC | 1 | 8
CC(C)(C)NC(=O)CSc1nnc(-c2ccncc2)n1Cc1ccccc1 | 3 | 11
Cc1cc(C)c(NC(=O)CCCN2CCOCC2)c(C)c1 | -1 | 14
CCOC(=O)/C(=C/c1c[nH]c2ccccc12)NC(C)=O | 1 | 13
(cont.)
SMILES | PglD inh | C2C12 statin
COc1ccc(NC(C)=O)c2nc(C)c(C)nc12 | 5 | -3
Cc1ccc(N/C(N)=N/c2nc(CSc3ccc(C)cc3)cc(=O)[nH]2)cc1 | 7 | -18
CC(C)NC(=O)COC(=O)c1ccc(Cl)c(S(=O)(=O)N2CCCC2)c1 | 2 | 0
N#Cc1ccccc1N=C1CCCN1Cc1ccccc1 | 3 | 11
COCC(=O)Nc1ccccc1NC(C)=O | -2 | 8
CCOC(=O)c1c(C)[nH]c(C(=O)C(C)OC(=O)c2cccc(OCc3c(C)noc3C)c2)c1C (stereo unspecified) | -2 | -12
c1ccc(-c2nnc(-c3ccccc3)c(-c3c[nH]c4ccccc34)n2)cc1 | -2 | -4
CNc1nc(Oc2ccc(C(=O)OC)cc2)nc(SC)n1 | 0 | -10
CCOC(=O)C1C(=O)NC(N2CCN(Cc3ccccc3)CC2)=NC1c1ccccc1 (stereo unspecified) | -12 | 1
CS(=O)(=O)N(CCc1ccccc1)CC(=O)N1CCc2ccccc2C1 | 1 | 111*
COc1ccc(CNC(=O)c2cc(-c3ccccc3O)n[nH]2)cc1 | 1 | -6
COc1cccc(OCCCCN2CCCCC2)c1 | 5 | -1
CCC1CCCCN1Cc1ccc(OC)c(C)c1C (stereo unspecified) | 3 | 2
COC(=O)c1[nH]c2ccccc2c1NC(=O)CN1CCCCCC1 | 2 | -6
Cc1nnc(SC(C)C(=O)NCC2CCCO2)n1-c1ccccc1 (stereo unspecified) | 0 | 1
O=C(CSC1=NCCN1)NC1CCCCCC1 | 8 | -7
O=C1CSC(c2cn(-c3ccccc3)nc2-c2cc3ccccc3oc2=O)N1Cc1ccco1 (stereo unspecified) | -6 | 3
COC(=O)c1cccc(S(=O)(=O)N2CCC(NC(=O)Nc3cccc(F)c3)CC2)c1 | -3 | -5
c1ccc2c(c1)[nH]c1nc(SCCN3CCOCC3)nnc12 | -1 | 0
Cc1ccc(C23CC4CC(CC(NC(=O)NCCN(C)C)(C4)C2)C3)cc1 | 4 | -1
NC(=O)Cn1c(=O)n(CCc2ccccc2)c(=O)c2c3c(sc21)CCCC3 | 1 | -9
CCCCN(C)C(=O)c1sc2ncn(CC)c(=O)c2c1C | 0 | -6
